# Source: PubChem BioAssay
# CXCR6 inh – CXCR6 (human) receptor inhibition; O00574; CHO-K1 PathHunter CXCR6 beta-arrestin, luminescence; inhibition, % at 20 µM; AID 602244; 360,000 compounds, 0.36% hits; in the data active = inhibition above about 34%, passing the limit was not always enough;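 also: antagonist mode with CXCL16 agonist at 10 nM final; 0% = 10 nM CXCL16 with DMSO and 100% = unstimulated wells without agonist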
# Target sequence (O00574 whole entry, looked up): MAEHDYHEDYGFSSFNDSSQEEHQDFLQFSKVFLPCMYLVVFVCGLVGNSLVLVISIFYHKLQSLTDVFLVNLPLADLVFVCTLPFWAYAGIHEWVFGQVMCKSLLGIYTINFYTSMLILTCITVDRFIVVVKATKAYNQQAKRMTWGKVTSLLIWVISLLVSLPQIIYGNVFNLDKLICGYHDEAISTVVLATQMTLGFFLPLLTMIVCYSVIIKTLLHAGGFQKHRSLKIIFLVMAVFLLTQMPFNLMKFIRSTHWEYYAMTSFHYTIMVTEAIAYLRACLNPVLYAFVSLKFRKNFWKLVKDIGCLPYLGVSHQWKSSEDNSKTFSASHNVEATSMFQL
# CCR6 antag – antagonists of human CCR6 receptor; CHO-K1 CCR6 PathHunter beta-arrestin, luminescence, CCL20-stimulated; inhibition, % at 20 µM; 340,000 compounds, 0.49% hits; AID 493098;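 active = compounds whose inhibition of the agonist-driven luminescence signal at 20 µM reaches about 50%, limit read from the data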;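 also: cells stimulated with CCL20 at 14 nM final; plate controls were DMSO with CCL20 for no effect and DMSO without agonist for full effect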
# Gli-Sufu antag – blocks Gli-Sufu signaling in a luciferase reporter; inhibition, % at 5 µM; 340,000 compounds, 0.74% hits; Sufu-KO-LIGHT fibroblasts, Gli luciferase reporter luminescence;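 active = inhibition above about 55%, limit read from the data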;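 also: 0% = DMSO-treated cells and 100% = wells with medium but no cells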
# APJ antagonist – blocks the human apelin receptor APJ; CHO-K1 APJ beta-arrestin complementation, luminescence; inhibition, % at 20 µM; 330,000 compounds, 0.32% hits;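 active = inhibition above about 40% at 20 µM, limit read from the data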;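 also: cells challenged with 10 nM apelin-13 agonist together with compound; plate controls were apelin-13 plus DMSO wells for no effect and DMSO wells lacking apelin-13 for full effect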
# UBC13 inh – human UBC13 polyubiquitination inhibition; P61088; 330,000 compounds, 0.47% hits; inhibition, % at 20 µM; UBC13 polyubiquitin chain formation, TR-FRET; in the data active = inhibition above about 45%, passing the limit was not always enough
# Target sequence (P61088 whole entry, looked up): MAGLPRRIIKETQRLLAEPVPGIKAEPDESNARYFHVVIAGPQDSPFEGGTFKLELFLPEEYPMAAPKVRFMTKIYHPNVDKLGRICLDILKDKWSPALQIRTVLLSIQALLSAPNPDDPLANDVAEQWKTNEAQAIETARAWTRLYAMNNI
# EBI2 antag – blocks human EBI2 receptor beta-arrestin signaling; inhibition, % at 5 µM; AID 651636; 360,000 compounds, 0.81% hits; EBI2 beta-arrestin recruitment, luminescence, 7a,25-OHC stimulated; in the data active = inhibition above about 38%;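 also: enzyme fragment complementation signal reports receptor beta-arrestin coupling in cells; 0% = agonist plus DMSO wells and 100% = wells without agonist; some results beyond the cut were filed as inactive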
# Target sequence (P32249 whole entry, looked up, the tested form may be a part): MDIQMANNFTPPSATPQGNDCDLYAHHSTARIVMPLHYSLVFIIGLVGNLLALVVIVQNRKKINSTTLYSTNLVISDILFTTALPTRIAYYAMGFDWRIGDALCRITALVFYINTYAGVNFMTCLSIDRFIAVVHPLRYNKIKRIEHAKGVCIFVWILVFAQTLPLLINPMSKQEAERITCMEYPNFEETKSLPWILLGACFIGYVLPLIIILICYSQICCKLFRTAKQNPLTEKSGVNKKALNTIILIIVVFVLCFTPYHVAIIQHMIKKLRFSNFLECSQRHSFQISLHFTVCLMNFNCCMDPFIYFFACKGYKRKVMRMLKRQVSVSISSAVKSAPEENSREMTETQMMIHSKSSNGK
# Jurkat NFkB inh – inhibitors of the PMA/ionomycin-induced NF-kB reporter in Jurkat cells | PMA/ionomycin-induced NF-kB luciferase reporter, luminescence | inhibition, % at 4 µM | 330,000 compounds, 0.53% hits | AID 435003; in the data active = inhibition above about 50%
# 697 NFkB inh – inhibitors of the PMA/ionomycin-induced NF-kB reporter in 697 B cells. AID 435022. inhibition, % at 4 µM. 330,000 compounds, 0.33% hits. 697 B-cell NF-kB luciferase reporter, 16 h; in the data active = inhibition above about 35%
# An asterisk follows results filed as active.
item	SMILES	UBC13 inh	CXCR6 inh	APJ antagonist	Jurkat NFkB inh
1	Cc1cc(=O)[nH]c(SCC(=O)Nc2cc(S(=O)(=O)N(C)C)ccc2Cl)n1	-2	-5	-9	0
2	COc1cc(C)c(Cl)cc1S(=O)(=O)NCc1ccco1	4	2	11	-4
3	O=C(CN1CCN(C(=O)C2CCCO2)CC1)Nc1ccc(Cl)cc1 (centres undefined)	-8	2	-14	-16
4	Cn1nc(C(F)(F)F)c(-c2ccccc2)c1N	6	-3	7	24
5	Cc1c(Cl)cnc(NC(=O)COC(=O)Cc2coc3ccc4ccccc4c23)c1Cl	6	-12	4	15
6	Cc1cc(C)cc(N(CC(=O)NCC2CCCO2)C(=O)CCC(=O)Nc2nccs2)c1 (centres undefined)	4	4	19	10
7	COC(=O)c1ccccc1NC(=O)Nc1cnccn1	10	-14	12	-4
8	Cc1cc(N2CCC(C)CC2)nc2cccc(O)c12	3	-1	3	-7
9	CCOC(=O)C1CCCN(C(=O)c2cc(CN3C(=O)c4ccccc4C3=O)ccc2OC)C1 (centres undefined)	-4	-6	10	-3
10	COc1cccc(NC(=O)CNC(=O)Cn2cnc3sc4c(c3c2=O)CCCC4)c1	11	8	5	1
11	CC1CC(C(F)(F)F)n2ncc(C(=O)O)c2N1 (centres undefined)	0	-6	-4	7
12	c1ccc2c(c1)nnn2Cc1nnc2sc(-c3ccncc3)nn12	13	8	-12	12
13	CC1CC(C)CN(S(=O)(=O)c2cc3c(cc2Cl)NC(=O)CO3)C1 (centres undefined)	4	-7	-5	-5
14	O=S(=O)(c1ccc(Br)s1)N1CCN(c2ccccc2)CC1	-3	-9	8	25
15	CN(NC(=O)COc1ccccc1)C1=NS(=O)(=O)c2ccccc21	6	1	1	5

item	CCR6 antag	EBI2 antag	697 NFkB inh	Gli-Sufu antag
1	21	-1	-1	-7
2	16	0	4	6
3	5	-5	-16	2
4	-7	-5	13	-8
5	11	1	5	-1
6	15	4	11	-30
7	-7	0	12	4
8	-1	13	-6	-26
9	2	-2	7	-1
10	10	-3	1	9
11	5	0	18	7
12	1	0	21	2
13	-2	10	-6	8
14	19	-2	11	19
15	8	1	-15	-3

# (further entries)
item	SMILES	UBC13 inh	CXCR6 inh	APJ antagonist	Jurkat NFkB inh
16	COc1cc(O)c2c(=O)c(-c3ccc(O[C@@H]4O[C@H](CO)[C@@H](O)[C@H](O)[C@H]4O)cc3)coc2c1	14	3	4	-91
17	CN(C)S(=O)(=O)N1CCCN(S(=O)(=O)N(C)C)CC1	-5	-8	10	7
18	CCC1(C)Cc2ccccc2-c2nc3n(c(=O)c21)CC(C(=O)O)S3 (centres undefined)	10	8	5	9
19	S=c1[nH]cnc2scc(-c3ccc(Cl)cc3)c12	12	18	4	-4
20	CN(CC1CCOCC1)C(=O)CC1C(=O)NCCN1Cc1cccc(Oc2ccccc2)c1 (centres undefined)	6	0	14	5
21	CCN1CCCC1CNC(=O)c1cc2cc(F)ccc2[nH]1 (centres undefined)	-1	-7	12	-2
22	CN1CCN(C(=O)CSc2nc(-c3cccs3)ccc2C#N)CC1	-9	-1	-16	-33
23	C/C(=N\N=C(/N)SC1CC(=O)N(c2cccc(Cl)c2)C1=O)c1cccs1 (centres undefined)	1	4	-1	17
24	O=C(NCCN1C(=O)S/C(=C\c2ccc(Cl)cc2)C1=O)C1=COCCO1	-2	-2	3	4
25	Cn1c(N)c(C(=O)COC(=O)c2ccccn2)c(=O)n(C)c1=O	2	5	6	0
26	CCOC(=O)C1=C(C)N=c2s/c(=C\c3ccc(C(=O)O)cc3)c(=O)n2C1c1ccc(F)cc1 (centres undefined)	-18	5	21	-1
27	Cc1ccc2c(c1)cc(CN(Cc1cccnc1)C(=O)c1ccccc1)c1nnnn12	2	2	-6	7
28	CN1CCN(c2ncc(CN3C(=O)c4ccccc4C3=O)s2)CC1	4	1	6	11
29	C=CCN=c1scc(-c2ccc(F)cc2)n1/N=C/c1ccccn1	-6	-10	-5	-50
30	CCCCN(CCCC)C1=Nc2ccccc2N/C1=C(/C#N)C(=O)OCC	-9	1	26	7

item	CCR6 antag	EBI2 antag	697 NFkB inh	Gli-Sufu antag
16	-1	-8	-191	-38
17	-29	2	-5	2
18	-12	2	12	5
19	19	14	1	7
20	18	-10	4	-8
21	18	-4	6	8
22	-4	-6	-36	0
23	-3	-1	21	-3
24	-5	-13	-4	5
25	3	0	6	5
26	20	-1	27	9
27	-7	6	-9	14
28	3	-10	-3	-9
29	2	-11	-202	-2
30	24	7	-15	9

# Profiles, quoted from the list. Values in the order: UBC13 inh, CXCR6 inh, APJ antagonist, Jurkat NFkB inh, CCR6 antag, EBI2 antag, 697 NFkB inh, Gli-Sufu antag
# `Cc1ccc2c(c1)cc(CN(Cc1cccnc1)C(=O)c1ccccc1)c1nnnn12` reads 2, 2, -6, 7, -7, 6, -9, 14
# `CN(C)S(=O)(=O)N1CCCN(S(=O)(=O)N(C)C)CC1` reads -5, -8, 10, 7, -29, 2, -5, 2
# `CN(CC1CCOCC1)C(=O)CC1C(=O)NCCN1Cc1cccc(Oc2ccccc2)c1` (centres undefined) reads 6, 0, 14, 5, 18, -10, 4, -8
# `O=S(=O)(c1ccc(Br)s1)N1CCN(c2ccccc2)CC1` reads -3, -9, 8, 25, 19, -2, 11, 19
# `COc1cc(C)c(Cl)cc1S(=O)(=O)NCc1ccco1` reads 4, 2, 11, -4, 16, 0, 4, 6

# 2 entries drawn at random from the list so far, as already listed:
item	SMILES	UBC13 inh	CXCR6 inh	APJ antagonist	Jurkat NFkB inh
30	CCCCN(CCCC)C1=Nc2ccccc2N/C1=C(/C#N)C(=O)OCC	-9	1	26	7
25	Cn1c(N)c(C(=O)COC(=O)c2ccccn2)c(=O)n(C)c1=O	2	5	6	0

item	CCR6 antag	EBI2 antag	697 NFkB inh	Gli-Sufu antag
30	24	7	-15	9
25	3	0	6	5

# Molecules listed so far containing a CF3 group, in the order listed:
item	SMILES	UBC13 inh	CXCR6 inh	APJ antagonist	Jurkat NFkB inh
4	Cn1nc(C(F)(F)F)c(-c2ccccc2)c1N	6	-3	7	24
11	CC1CC(C(F)(F)F)n2ncc(C(=O)O)c2N1 (centres undefined)	0	-6	-4	7

item	CCR6 antag	EBI2 antag	697 NFkB inh	Gli-Sufu antag
4	-7	-5	13	-8
11	5	0	18	7

# Remaining list, next part:
item	SMILES	UBC13 inh	CXCR6 inh	APJ antagonist	Jurkat NFkB inh
31	COc1ccc(/C=C/C(=O)Nc2ccccc2)cc1S(=O)(=O)N1CCOCC1	-17	5	-9	6
32	CCCCOc1ccc(N=Cc2cccs2)cc1	-1	-6	17	-3
33	COc1ccc(OCCn2c(=N)n(CCO)c3ccccc32)cc1	-1	12	-3	-11
34	Oc1ccc2ccccc2c1-c1sc(Nc2ccccc2)n[n+]1-c1ccc(F)cc1	-174	14	7	2
35	COc1ccc(CN2CCC(N3CCC(C(=O)N4CCOCC4)CC3)CC2)c(F)c1	1	3	4	17
36	COc1cccc(CNC(=O)CSc2ccc(-c3ccccn3)nn2)c1	22	-1	2	0
37	CCCCN(C(=O)CCCc1nc2ccccc2s1)c1c(N)n(CC(C)C)c(=O)[nH]c1=O	9	0	3	-10
38	Cc1ccccc1NC(=O)Nc1ccc(C(F)(F)F)cc1	-7	-3	-5	-87
39	CCN(CC)CCCNC(=O)c1sc2ncn(CC(=O)Nc3ccc(C)c(Cl)c3)c(=O)c2c1C	14	-3	7	-25
40	CCOCCCNC(=O)c1cc2c(-c3ccc(Cl)cc3)nn(C)c2s1	29	12	-2	4
41	COCCSc1ccccc1C(=O)N1CCN(Cc2ccccc2)CC1	-4	7	-11	-10
42	COC(=O)[C@H](CCSC)NC(=O)Nc1ccc(C(C)=O)cc1	10	9	7	0
43	Cc1ccc(O)c(C(=O)c2cnc3c(c2)COc2ccc(C)cc2-3)c1	-1	2	10	5
44	CCCC(=O)Nc1nnc(CC(=O)N2CCCC2)s1	-2	2	-7	-4
45	CCN(CC)S(=O)(=O)c1cccc(NC(=O)COC(=O)CCC(=O)c2cccs2)c1	8	4	6	9

item	CCR6 antag	EBI2 antag	697 NFkB inh	Gli-Sufu antag
31	5	-8	-81	11
32	-8	-5	-10	-5
33	-21	4	-16	-1
34	3	-8	-33	4
35	-3	-14	24	16
36	13	-2	-6	-17
37	15	2	9	0
38	8	-8	-100	-10
39	12	-7	-4	15
40	15	18	-9	-5
41	12	5	-11	9
42	0	-4	2	1
43	15	26	0	-4
44	-6	-1	10	9
45	1	-5	17	-5

# (listing goes on)
item	SMILES	UBC13 inh	CXCR6 inh	APJ antagonist	Jurkat NFkB inh
46	Cc1ccc(C(O)P(=O)(OCc2ccccc2)c2ccc(N(C)C)cc2)cc1 (centres undefined)	-2	10	-18	-12
47	Cn1nnnc1SCC(=O)c1c(N)n(C2CC2)c(=O)[nH]c1=O	6	-7	1	3
48	Cc1cccc(Cn2c(N3CCCCC3C)nc3c2c(=O)[nH]c(=O)n3C)c1 (centres undefined)	-2	9	-59	-8
49	CCSc1nc(-c2ccccc2)c(C#N)c(=O)[nH]1	13	-4	7	-4
50	Cc1cc(=O)oc2cc(OCC(=O)Nc3nnc(C(C)C)s3)ccc12	3	2	18	-5
51	CCCc1cc(C(=O)Nc2sc(C)c(C)c2C(=O)OCC)no1	-4	9	7	0
52	O=C(CSc1nnc2n(C3CCCCC3)c(=O)c3ccccc3n12)OC1CCCCC1	12	12	-15	3
53	O=C(O)c1ccccc1Nc1cccc(OCc2ccc3ccccc3n2)c1	-22	-8	7	-6
54	Cc1ccc(C(=O)COc2ccccc2-c2ccccc2)cc1	2	-3	5	-4
55	COc1ccc(NC(=O)CSc2nc3[nH]c(=O)cc(O)c3s2)cc1OC	3	-2	1	3
56	Cc1ccn2c(CNCC3COCCO3)c(C(=O)N3CCCCCC3)nc2c1 (centres undefined)	2	2	-6	-8
57	O=c1oc2ccccc2n1CSc1nc2ccccc2s1	-6	0	0	-79
58	C=CCNC(=O)C1CC1(c1ccc(C)cc1)c1ccc(C)cc1 (centres undefined)	-5	-6	10	1
59	CCOC(=O)c1c(S(=O)(=O)N2CCN(C3CCCCC3)CC2)c(C)n(C)c1C	-2	-5	-44	-6
60	COc1ccccc1N1CCN(C(=O)c2cc3cc(Br)ccc3oc2=O)CC1	6	3	20	13

item	CCR6 antag	EBI2 antag	697 NFkB inh	Gli-Sufu antag
46	15	15	2	-18
47	0	-4	12	1
48	5	9	11	11
49	-21	-7	-5	-2
50	0	-15	-11	3
51	-14	8	-11	13
52	28	18	3	7
53	-2	4	9	-3
54	17	24	2	0
55	-10	-4	-5	-5
56	12	-8	8	-2
57	-7	16	-220	-66
58	15	4	-27	-1
59	17	-4	-11	8
60	10	5	6	-14

# Continuation:
item	SMILES	UBC13 inh	CXCR6 inh	APJ antagonist	Jurkat NFkB inh
61	COc1cccc(NC(=O)CN(C)C(=O)c2ccc(NC(=O)CC3SC(N4CCCCC4)=NC3=O)cc2)c1 (centres undefined)	26	1	19	6
62	CC(C)(C)c1ccc(OCC(=O)N(c2ccccn2)C2CCCCC2)cc1	-17	8	-21	-2
63	O=C(NCCSc1ccc(Br)cc1)c1ccc2nc[nH]c2c1	2	-14	-16	6
64	CCN(CC)S(=O)(=O)c1ccc(NC(=S)NC(=O)CC(C)C)cc1	-8	19	18	-1

item	CCR6 antag	EBI2 antag	697 NFkB inh	Gli-Sufu antag
61	-8	-2	-5	-11
62	29	10	-28	8
63	-3	13	-27	2
64	50	10	-21	21
